IDH1 R132H inh = human IDH1 R132H inhibition; IDH1-R132H enzyme, NADPH consumption, diaphorase/resazurin fluorescence; hit rate 0.093% among 390,000; Potency, µM (series often up to 76.6 µM), without a hit: at the highest dose activity change, negative = inhibition, actives largely listed as inhibitors; further: potency means the concentration at half of the fitted maximal effect; on the % scale 0 is the no-effect control and ±100 the full control effect; nearly all actives have a fitted effect of over 65% in size
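IDH1-R132H (0.5 ug/mL) preincubated 30 min with compound, then NADPH (0.016 mM) and alpha-KG (2 mM) added; 80 min at RT, pH 7.5. Remaining NADPH coupled via diaphorase/resazurin to fluorescence (540/590 nm); concentration-response curves normalized to no-enzyme control.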
TRHR enhancer = TRH receptor (human) allosteric enhancement | P34981 | TRHR cells, fluo-8 calcium fluorescence, EC20 TRH enhancement | enhancement, % at 2 µM | hit rate 0.66% among 360,000; in the data active means enhancement above about 30%; further: 0% is about no effect
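Enhancer read-out: after compound pinning and an initial kinetic agonist-mode read, an EC20 of TRH (10 nM final) was injected and fluo-8 calcium signal (Ex 480/Em 530) followed at 1 s/cycle for 100 cycles in TRHR-expressing cells.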
rTrxR1 inhibitor = rat TrxR1 inhibition | O89049 | recombinant rTrxR1, NADPH fluorescence consumption, selenite substrate | Potency, µM (highest dose often 114 µM), for the others: at the top dose activity change, negative = inhibition, most hits filed as inhibitors | hit rate 1% among 390,000 | AID 588453; further: potency means the concentration at half of the fitted maximal effect; on the % scale 0 is the no-effect control and ±100 the full control effect; nearly all actives have a fitted effect of over 65% in size
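Rat TrxR1 (90 nM in the dispensed reagent) was pre-reduced with 400 uM NADPH for 5 min at room temperature, then incubated with compound for 15 min. After 400 uM selenite was added, NADPH fluorescence (Ex 340/Em 450 nm) was followed for 8 min.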
D2 ag = activates the human D2 dopamine receptor. P14416. HEK293 T-REx D2 cells, calcium flux agonist mode. activation, % at 2 µM. hit rate 0.53% among 340,000;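 active means activation over 3 SD above normal in the single-dose calcium agonist read, cut at about 30% in these data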; further: 0% is about no effect
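Tetracycline-induced HEK293 Trex cells with D2 receptor force-coupled to calcium signaling, plated overnight at 30 C and loaded with no-wash calcium dye. Calcium flux read kinetically for 180 s after compound addition; responses flag agonists.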
TRHR agonist = activates the human TRH receptor | TRHR cells, calcium flux fluo-8, FDSS agonist mode | P34981 | activation, % at 2 µM | hit rate 0.18% among 360,000; in the data active means activation above about 30%; further: 0% is about no effect
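In this calcium-flux screen, cells bearing human TRHR are dye-loaded with fluo-8, baselined for 10 cycles, then exposed to library compounds; positive kinetic calcium responses during the agonist phase mark hits, with TRH as control.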
PI4K2A block = PI4K2A (human) kinase inhibition; activity change, negative = inhibition, % at 76.9 µM; purified PI4K2A, ADP-Glo luminescence, 1 h; active compounds read low; hit rate 0.13% among 420,000; Q9BTU6; in the data active means activity change below about -50%; inconclusive means mostly about -30% to -49%;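 further: -100% = wells without enzyme as full effect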
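ADP-Glo luminescence measured ADP generated by PI4K2A enzyme (4 ug/mL before mixing) with 1.2 mM PI substrate (pre-mix) and 300 microM ATP (pre-mix). Tris pH7.5 buffer with MgCl2, Triton X-100; 1 h reaction at ambient temperature.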
USP1 inh = USP1/UAF1 (human) deubiquitinase inhibition; O94782; recombinant USP1/UAF1, Ub-Rhodamine cleavage fluorescence; Potency, µM (doses to about 57.1 µM), inactives show at the top dose activity change, negative = inhibition, most hits filed as inhibitors; hit rate 0.23% among 390,000; further: potency means the concentration at half of the fitted maximal effect; on the % scale 0 is the no-effect control and ±100 the full control effect; nearly all actives have a fitted effect of over 60% in size; inactives centre near -12
Target sequence (O94782 whole entry, looked up): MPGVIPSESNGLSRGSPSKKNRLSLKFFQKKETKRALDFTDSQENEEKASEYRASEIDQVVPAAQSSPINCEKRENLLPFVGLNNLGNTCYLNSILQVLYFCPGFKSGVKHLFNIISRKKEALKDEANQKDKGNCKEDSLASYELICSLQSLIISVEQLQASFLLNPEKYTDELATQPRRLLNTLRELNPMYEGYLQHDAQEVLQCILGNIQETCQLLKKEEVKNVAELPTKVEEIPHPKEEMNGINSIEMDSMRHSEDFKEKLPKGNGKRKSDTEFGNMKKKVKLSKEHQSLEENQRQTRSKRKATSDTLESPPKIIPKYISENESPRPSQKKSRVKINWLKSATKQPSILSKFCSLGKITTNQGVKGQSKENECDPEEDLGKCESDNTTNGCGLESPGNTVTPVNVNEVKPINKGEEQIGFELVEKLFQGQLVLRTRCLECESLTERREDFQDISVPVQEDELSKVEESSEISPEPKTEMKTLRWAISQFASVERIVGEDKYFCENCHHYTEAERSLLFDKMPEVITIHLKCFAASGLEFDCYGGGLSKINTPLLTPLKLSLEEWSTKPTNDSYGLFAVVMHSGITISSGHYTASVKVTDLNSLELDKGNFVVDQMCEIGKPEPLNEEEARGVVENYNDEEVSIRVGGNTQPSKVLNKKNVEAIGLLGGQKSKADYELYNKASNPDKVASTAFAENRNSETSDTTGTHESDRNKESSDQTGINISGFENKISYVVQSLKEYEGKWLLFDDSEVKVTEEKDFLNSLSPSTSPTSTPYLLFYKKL
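1 nM enzyme complex + cpd, 15 min RT; start with Ub-Rho 150nM final; kinetic fluorescence ex 480/em 540, 6 reads q60 s. Buffer 50mM HEPES pH 7.8, 0.5mM EDTA, 0.1 mg/ml BSA, 1mM TCEP, 0.01% Tween-20.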
TrxR1 substrate = rat thioredoxin reductase 1 substrate activity; O89049; purified TrxR1 substrate turnover, NADPH consumption readout; Potency, µM (top dose mostly 114 µM), for the others: at the highest dose activity change, negative = substrate turnover; hit rate 0.01% among 390,000; further: potency means the concentration at half of the fitted maximal effect; on the % scale 0 is the no-effect control and ±100 the full control effect; nearly all actives have a fitted effect of over 50% in size
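Rat TrxR1, dispensed at 90 nM, was prereduced with 400 uM NADPH (final) for 5 min at ~22 deg C, then incubated with compound 15 min before 400 uM selenite. A first-read NADPH fluorescence drop versus no-compound background flagged substrates.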
D2 antagonist = antagonizes the human D2 dopamine receptor. inhibition, % at 10 µM. P14416. HEK293 TREx D2 cells, calcium flux, dopamine EC80. hit rate 2% among 340,000; in the data active means inhibition above about 30%; further: 0% is about no effect
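Calcium mobilization kinetics were recorded at 1 s intervals in tetracycline-induced HEK293 T-REx D2 cells, first for 180 s after compound addition and then 180 s after EC80 dopamine.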
The depositor's hits bear a star; ? = inconclusive; nt = no result given; [ ] = remark or other dose. Unless noted, the call rests on the fitted dose curve; in most records, active means well fitted inhibition curve with a large enough effect; inconclusive means small, poorly fitted or top-dose-only effect; inactive means no such curve, though single readings can be large or run the other way.

SMILES	IDH1 R132H inh	TRHR enhancer	rTrxR1 inhibitor	D2 ag	TRHR agonist	PI4K2A block	USP1 inh	TrxR1 substrate	D2 antagonist
Cc1cc(C)cc(NC(=O)C(OC(=O)c2sccc2C)c2ccccc2)c1 (stereo not given)	1.1%	-4.4	-2.8%[57.1 µM]	-0.8	1.2	-0.8	-7.8%	-5.4%[57.1 µM]	25.1
CCCC/C(O)=C/c1nc2ccccc2[nH]c1=O	-2.0%	-5.3	10.4%[57.1 µM]	0.0	0.2	6.0	-2.8%	3.7%[57.1 µM]	0.2
Cc1ccc(CC2CC(=O)N(c3nc(C)cc(C)n3)C2=O)cc1 (stereo not given)	2.7%	-12.1	7.1%[57.1 µM]	0.7	0.2	-1.5	-2.1%	-10.5%	12.1
C=CCN(C(=O)c1ccc2snnc2c1)c1ccccc1	4.4%	-4.5	1.9%	-0.6	-1.9	7.7	-10.4%	-1.8%	10.9
O=S(=O)(c1ccccc1)c1nc(-c2ccccc2)oc1N1CCN(c2cccc(Cl)c2)CC1	11.9%	7.4	33.1%	-0.8	-1.0	-1.8	-5.7%	9.2%	nt
Cc1ccc2cc(C#N)c(N3CCCN(S(=O)(=O)c4ccccc4)CC3)nc2c1C	-4.9%	nt	-5.7%	nt	nt	0.4	-21.5%	2.3%	nt
CCn1c(SCC(=O)Nc2ccc(N3CCOCC3)cc2)nnc1-c1ccncc1	1.2%	0.9	-3.0%	0.3	0.3	-5.0	-18.9%	-1.0%	10.5
CN(C)S(=O)(=O)N(CC(=O)NCCSc1ccccc1)c1ccccc1	0.0%	-5.5	29.4%	-0.2	-0.7	0.4	-17.2%	2.3%	nt
O=c1[nH]nnc2cc(Cl)ccc12	-3.3%	nt	8.1%[57.1 µM]	nt	nt	1.4	-4.7%	39.1%	nt
CC(=O)c1ccc(N2CCN(Cc3nc4ccccc4[nH]3)CC2)cc1	-7.8%	-5.8	-0.2%	0.0	-1.9	-4.1	-12.3%	-9.3%	-5.3
Cc1ccc(NC(=O)C2CCN(c3nc(C)cc(C)n3)CC2)cc1	3.8%	18.5	21.3%	-0.4	-0.1	-1.4	-3.9%	2.0%	-9.3
COCc1cc(C)nc(SCc2ccc(Br)cc2)c1C#N	-3.6%	nt	21.1%[57.1 µM]	nt	nt	-2.9	-14.8%	3.5%	nt
Cc1ccc(S(=O)(=O)NCc2nc3ccccc3c(=O)n2N)cc1	0.0%	-9.1	5.5%[57.1 µM]	0.3	-0.5	4.4	-18.7%	6.8%[57.1 µM]	14.1
COc1cccc(C(=O)NCCS(=O)(=O)NCc2ccc(Cl)cc2)c1	0.5%	-6.1	1.7%	0.1	0.7	4.0	3.7%	-7.2%	6.0
CCOC(=O)Cc1nnc(NC(=O)C(CC)Sc2nc(C)cc(C)n2)s1 (stereo not given)	9.9%	-1.8	5.1%	0.2	0.3	-1.7	-25.7%	2.4%	25.8
O=C(NCCO)C(=O)NCC(c1ccc2c(c1)OCO2)N1CCOCC1 (stereo not given)	-1.4%	-2.1	20.5%[57.1 µM]	1.0	0.3	-0.4	3.4%	0.1%[57.1 µM]	nt
CCn1c(CNc2cccc(Cl)c2)nnc1SCC(=O)OC1CCCCC1	-1.1%	6.0	16.7%	-0.1	-0.6	-1.9	?	5.7%	4.0
CC1CCN(S(=O)(=O)c2cccc(C(=O)Nc3nccs3)c2)CC1	0.8%	1.4	20.4%	0.1	0.4	4.3	-13.9%	8.9%[57.1 µM]	7.1
S=C(NCCc1ccccc1)NCc1cccs1	6.6%	-1.2	4.7%	nt	-0.4	-4.4	-6.6%	-2.8%	nt
COc1cc(/C=C/C(=O)Nc2cc(C(F)(F)F)ccc2Cl)cc(OC)c1OC	4.0%	-1.1	40.5%[activator]	0.2	-1.6	-1.4	-20.8%	50.7%[activator]	-26.1
CC(O)CC(=O)NOCc1ccccc1 (stereo not given)	-11.9%	nt	7.8%	nt	nt	-2.8	-17.6%	-3.3%	nt
CCOC(=O)C1=NNC(=O)C1	2.4%	nt	5.6%[57.1 µM]	nt	nt	-2.7	-17.7%	8.0%[57.1 µM]	nt
Cc1ccc(/C(O)=C2\C(=O)C(=O)N(c3cc(C)on3)C2c2cccc(Cl)c2)cc1 (stereo not given)	1.2%	-1.9	-19.9%	-1.7	0.0	-4.8	-8.0%	-14.0%	5.9
COc1ccc(/C=C2\SC(=S)N(CCC(=O)N3CCOCC3)C2=O)cc1	2.4%	5.3	20.5%	0.4	0.1	-1.1	-16.8%	6.0%[57.1 µM]	28.0
COc1cccc(N(C(=O)Cc2cccs2)C(C(=O)NC2CCCC2)c2ccncc2)c1 (stereo not given)	-9.8%	-2.6	0.4%	0.5	0.3	1.2	-16.0%	-2.6%	2.9
CC(=O)c1csc(-c2cccc(-c3nc4ccc(Cl)cn4c3NC3CCCCC3)c2)c1	-3.9%	1.6	13.9%	0.3	-0.1	-5.5	16.0%	-4.4%	-4.3
CN(CC(=O)Nc1ccc(N2CCOCC2)cc1)C(=O)Cc1ccccc1	-0.7%	-0.2	15.8%	0.4	-0.3	-1.0	-13.9%	7.0%	12.0
COc1ccc(-c2nn(-c3ccccc3)cc2C(=O)NCC(c2cccs2)N2CCOCC2)cc1 (stereo not given)	9.1%	8.6	-4.8%	0.6	0.6	8.1	-18.0%	-11.4%	11.1
O=C(CCn1c(=S)oc2ccccc21)Nc1ccccc1Br	-3.2%	-4.6	22.3%	-1.3	-1.3	0.9	-26.0%	6.3%	-0.6
O=C(CCCN1C(=O)c2ccccc2C1=O)NCc1ccco1	1.9%	-2.6	-1.7%[57.1 µM]	0.3	0.4	-4.9	-12.7%	7.9%[57.1 µM]	-11.1

Next section, starting with the last four of the part before.
SMILES	IDH1 R132H inh	TRHR enhancer	rTrxR1 inhibitor	D2 ag	TRHR agonist	PI4K2A block	USP1 inh	TrxR1 substrate	D2 antagonist
CN(CC(=O)Nc1ccc(N2CCOCC2)cc1)C(=O)Cc1ccccc1	-0.7%	-0.2	15.8%	0.4	-0.3	-1.0	-13.9%	7.0%	12.0
COc1ccc(-c2nn(-c3ccccc3)cc2C(=O)NCC(c2cccs2)N2CCOCC2)cc1 (stereo not given)	9.1%	8.6	-4.8%	0.6	0.6	8.1	-18.0%	-11.4%	11.1
O=C(CCn1c(=S)oc2ccccc21)Nc1ccccc1Br	-3.2%	-4.6	22.3%	-1.3	-1.3	0.9	-26.0%	6.3%	-0.6
O=C(CCCN1C(=O)c2ccccc2C1=O)NCc1ccco1	1.9%	-2.6	-1.7%[57.1 µM]	0.3	0.4	-4.9	-12.7%	7.9%[57.1 µM]	-11.1
Cc1ccc(S(=O)(=O)N2CCOCC2)cc1C(=O)NCc1ccco1	1.7%	0.5	?	-0.8	0.5	-2.2	-1.7%	9.3%	-11.5
COc1ccc(C(=O)CSc2nnnn2Cc2ccccc2)cc1	-1.9%	-10.9	0.4%	-0.1	-0.7	5.1	-7.8%	-2.4%	6.2
CCOC(=O)C1C(=O)NC(N2CCCCC2)=NC1C(C)C (stereo not given)	5.2%	5.1	3.3%	-0.2	-0.3	2.4	-9.0%	-7.1%	-22.8
NC(=O)[C@@H]1CCCCNc2c(I)cc([N+](=O)[O-])cc2C(=O)N[C@@H](CCC(=O)O)C(=O)N[C@@H](CO)C(=O)N1	14.4%	-1.3	-27.0%	nt	0.0	-6.6	?	0.3%	nt
O=C1CN(c2ccccc2Cl)C(=O)CN1c1ccccc1Cl	4.8%	-4.6	15.0%	-0.3	0.1	3.2	2.4%	5.7%	-7.6
O=C(O)c1cccc(S(=O)(=O)N2Cc3ccccc3C2)c1	11.0%	1.3	-2.7%	0.7	0.4	1.0	-20.1%	-2.9%	-5.1
CCOC(=O)N1CCC(NC(=O)c2c(C)nn(-c3cccc(C)c3)c2-n2cccc2)CC1	9.5%	-1.1	-6.5%[57.1 µM]	0.0	-0.5	1.9	-9.2%	-5.4%[57.1 µM]	nt
CC(=O)c1ccc(N2CCN(C(=O)Nc3ccc(Cl)cc3)CC2)cc1	-2.7%	-7.9	-4.3%[57.1 µM]	-0.7	-0.9	-3.0	-1.0%	2.8%[57.1 µM]	-1.4
N#CCSc1nnc(N)s1	3.3%	-4.6	5.8%[57.1 µM]	0.2	0.0	8.7	-1.4%	3.3%[57.1 µM]	13.4
Cc1cc2nc(-c3cccc(NC(=O)CSc4ccc(Cl)cc4)c3)oc2cc1C	10.1%	-1.2	7.6%	0.4	0.2	1.1	-17.6%	35.1%[activator]	nt
